TSHR antagonist – Antagonists of the Thyroid Stimulating Hormone Receptor: HTS campaign; TSHR-expressing cells, TSH-stimulated cAMP HTRF, 2 h; active compounds read low; Thyrotropin receptor (Homo sapiens), P16473; activity change, negative = inhibition, % at 11.5 µM; AID 504810, 2011; 330,000 compounds, 0.2% hits;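 active = activity change below a set negative limit, meaning inhibition stronger than a set level, cut at about -70% in these data; inconclusive = activity change between two set negative limits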; also: % is scaled to controls: 0 for no effect and ±100 for the full control effect
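TSHR-expressing cells were treated with compounds, then stimulated with TSH at EC80 (4nM final) for 2 hours at 37 deg C. Cellular cAMP was measured by HTRF competition between lysate cAMP and cAMP-d2 for a cryptate-labelled anti-cAMP antibody.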
TCR act – Activators of T cell receptors: qHTS campaign; primary human leukocytes, anti-CD3, IL-2 HTRF, 48 h; Potency, µM (series often up to 9.22 µM), inactives show top-dose activation of IL-2 secretion, usual class: activators; 330,000 tested, under 10 active; AID 504894, 2011; also: % of control where 0% means no effect
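IL-2 produced over 48 hr by a-CD3 bead-stimulated primary human leukocytes exposed to compounds was detected with a homogeneous time-resolved FRET immunoassay, 665nm acceptor signal after 320nm excitation.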
Integrin act MD – qHTS for Activators of Integrin-Mediated Alleviation for Muscular Dystrophy; 350,000 compounds, 0.064% hits; Potency, µM (top dose mostly 38.3 µM), without a hit: at the top dose activation, most hits filed as activators; AID 624291, 2012; alpha7betagal myoblasts, beta-gal FDG fluorescence, 48 h;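 also: potency is read from the fitted curve at half-maximal effect; 100% = response of the positive control SU9516; nearly all actives have a fitted effect of over 60% in size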
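Alpha7betagal+/- myoblasts (passage 13) were plated 16-24 hr, then exposed to compounds (1:260 dilution of DMSO stock) for 48 hours at 37C. After MPER lysis, β-galactosidase reporter activity was read as FDG fluorescence (ex 480/em 540) after 30 minutes.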
BCR signal inh – qHTS Assay to Find Inhibitors of Chronic Active B-Cell Receptor Signaling | ABC-DLBCL IkBa-CBG/CBR reporter, luminescence ratio, 4 h | Potency, µM (highest dose often 46.1 µM), for inactives: top-dose ratio change, negative = lower green/red ratio, hits mostly inhibitors | 340,000 compounds, 0.05% hits | AID 493014, 2011; active = well fitted inhibition curve with a large enough effect in the signal ratio, with a control signal flat, not every such curve was filed as active; inconclusive = small, poorly fitted or top-dose-only effect, or effect the other way, or a change in a side signal; the % refers to the signal ratio;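 also: potency is read from the fitted curve at half-maximal effect; plate controls were basal doxycycline-induced cells for no effect and cells given 10 µM MG132 for full effect; MG132 reads +100%, hits lower the ratio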
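Compounds up to 46 uM were incubated four hours with TMD8 cells whose green CBG68 luciferase is fused to IkappaBalpha; red CBR luminescence normalised the signal, and concentration-effect curves were fitted to fusion, red and ratio data.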
Tb PFK inh – qHTS Assay to Find Inhibitors of T. brucei phosphofructokinase. ATP-dependent 6-phosphofructokinase (Trypanosoma brucei brucei), O15648. T. brucei PFK, ADP-Glo luminescence. Potency, µM (titrated, usually from 57.5 µM), for inactives: top-dose activity, negative = inhibition, actives largely listed as inhibitors. 330,000 compounds, 0.17% hits. AID 485367, 2010;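 also: potency is read from the fitted curve at half-maximal effect; 0% = uninhibited 1x PFK enzyme wells and -100% = no-enzyme wells; nearly all actives have a fitted effect of over 60% in size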
Target sequence (O15648 whole entry, looked up): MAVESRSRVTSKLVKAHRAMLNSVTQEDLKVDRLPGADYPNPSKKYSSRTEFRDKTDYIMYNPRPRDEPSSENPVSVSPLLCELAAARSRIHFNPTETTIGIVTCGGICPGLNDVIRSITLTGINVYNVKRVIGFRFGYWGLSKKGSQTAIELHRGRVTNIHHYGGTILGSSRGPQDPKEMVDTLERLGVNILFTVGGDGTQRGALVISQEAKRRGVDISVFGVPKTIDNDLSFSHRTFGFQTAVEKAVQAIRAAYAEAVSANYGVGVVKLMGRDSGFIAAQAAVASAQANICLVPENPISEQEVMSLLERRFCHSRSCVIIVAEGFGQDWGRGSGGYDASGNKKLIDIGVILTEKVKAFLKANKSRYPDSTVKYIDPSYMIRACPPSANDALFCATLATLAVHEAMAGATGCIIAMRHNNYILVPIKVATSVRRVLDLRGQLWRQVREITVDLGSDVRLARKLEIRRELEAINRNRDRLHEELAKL
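PFK 1.25 nM, F6P 0.5 mM, ATP 0.1 mM, 0.1 M TEA pH 8.0, 5 mM MgCl2, 0.01% Tween20, 0.1% BSA; 45 min RT. ADP-Glo readout. qHTS titration up to 57 uM; curves fitted, compounds curve-classed.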
AT treatment – qHTS Assay for Identifying a Potential Treatment of Ataxia-Telangiectasia; […] A-T fibroblasts, KAP-1 phosphorylation AlphaLISA; neocarzinostatin DNA damage 30 min before lysis; Potency, µM (doses to about 57.5 µM), for the others: at the top dose activation, usual class: activators; 320,000 compounds, 0.19% hits; AID 485349, 2010; also: potency is read from the fitted curve at half-maximal effect; % of control where 0% means no effect; nearly all actives have a fitted effect of over 45% in size
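ATM-like activity read as KAP-1 phosphorylation via AlphaLISA donor/acceptor antibody pairs after lysis and 6 hr at 25C. Cells were ATM-null patient fibroblasts ([…], hTERT), dosed 60 min, then exposed to the DSB inducer NCS for 30 min.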
ASM inhibitor – Inhibitors of Secretory Acid Sphingomyelinase (S-ASM): qHTS. placental ASM, HMU-PC fluorogenic substrate, 60 min. Potency, µM (titrated, usually from 57.5 µM), inactives show at the highest dose activity change, negative = inhibition, actives largely listed as inhibitors. 340,000 compounds, 0.006% hits. AID 504937, 2011; also: potency is read from the fitted curve at half-maximal effect
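Fluorogenic HMU-PC substrate (9 uM final) is turned over by placental ASM in 60 min at 37 C after a 10 min compound preincubation. Reaction ended by alkaline stop (pH 10), with fluorescence read at 386/447 nm.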
Eya2 inh – qHTS Assay for Inhibitors of the Phosphatase Activity of Eya2; recombinant Eya2, OMFP fluorescence dephosphorylation (OMFP is methylfluorescein phosphate); Potency, µM (titrated, usually from 76.9 µM), without a hit: at the top dose activity, negative = inhibition, usual class: inhibitors; 330,000 compounds, 0.006% hits; AID 488837, 2010; Protein phosphatase EYA2 (Homo sapiens), O00167; also: potency is read from the fitted curve at half-maximal effect; % is scaled to controls: 0 for no effect and ±100 for the full control effect
Target sequence (O00167 whole entry, looked up): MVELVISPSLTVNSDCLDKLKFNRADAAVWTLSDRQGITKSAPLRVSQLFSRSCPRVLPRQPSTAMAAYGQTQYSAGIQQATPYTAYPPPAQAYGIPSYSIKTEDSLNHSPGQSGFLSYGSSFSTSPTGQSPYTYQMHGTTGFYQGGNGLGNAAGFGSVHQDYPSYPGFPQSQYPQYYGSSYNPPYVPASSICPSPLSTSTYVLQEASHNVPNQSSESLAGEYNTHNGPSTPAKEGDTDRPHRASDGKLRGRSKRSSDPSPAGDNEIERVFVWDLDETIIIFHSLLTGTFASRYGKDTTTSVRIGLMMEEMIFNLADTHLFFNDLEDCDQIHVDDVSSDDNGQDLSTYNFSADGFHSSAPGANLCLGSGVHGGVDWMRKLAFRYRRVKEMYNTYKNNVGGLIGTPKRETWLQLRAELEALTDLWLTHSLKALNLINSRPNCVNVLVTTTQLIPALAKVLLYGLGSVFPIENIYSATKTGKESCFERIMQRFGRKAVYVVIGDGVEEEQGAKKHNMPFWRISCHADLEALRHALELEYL
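Eya2 protein (added as 0.2 uM solution) was preincubated with compound for 10 min at ambient temperature in 50 mM HEPES pH 7.5, 50 mM NaCl, 5 uM MgCl2, 0.05% BSA, 1 mM DTT. OMFP (added at 50 uM) then reacted 10 min; fluorescence read at 485/525 nm.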
ELG1 repair inh – qHTS screen for small molecules that inhibit ELG1-dependent DNA repair in human embryonic kidney (HEK293T) cells expressing luciferase-tagged ELG1. 330,000 compounds, 2.3% hits. HEK293T ELG1-luciferase reporter, luminescence, 16 h; DNA damage induced by 5-fluorouridine. Potency, µM (titrated, usually from 46.1 µM), for inactives: at the highest dose activity change, negative = inhibition, actives largely listed as inhibitors; also: potency is read from the fitted curve at half-maximal effect; % is scaled to controls: 0 for no effect and ±100 for the full control effect; nearly all actives have a fitted effect of over 55% in size
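Overnight (16 hr) co-exposure of 2,000 cells/well to 5-fluorouridine and compound at 37 °C preceded detection. Luciferase was quantified via ONE-Glo luminescence; loss of signal denotes inhibition.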
PTAP TSG101 blk – qHTS Assay for Iinhibitors of HIV-1 Budding by Blocking the Interaction of PTAP/TSG101. Tumor susceptibility gene 101 protein (Homo sapiens), Q99816. Fluorescence polarization, FITC-PTAP peptide / Tsg101 binding. Potency, µM (titrated, usually from 115 µM), inactives show at the highest dose activity change, negative = inhibition, usual class: inhibitors. 340,000 tested, under 10 active; active = well fitted inhibition curve with a large enough effect in the main read-out, with a control signal flat, not every such curve was filed as active; inconclusive = small, poorly fitted or top-dose-only effect, or effect the other way, or a change in a side signal; inactive = no such curve, though single readings can be large or run the other way; also: potency is read from the fitted curve at half-maximal effect; % of control where 0% means no effect
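Tsg101 binding domain (10 uM final) was mixed with compound and a FITC-labeled PTAP peptide (50 nM final) in HEPES pH 7.5 buffer with NaCl, Tween 20, EDTA and TCEP; fluorescence polarization was read after 20 min at r.t.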
Mito fusion yeast – qHTS Assay for Small Molecule Inhibitors of Mitochondrial Division or Activators of Mitochondrial Fusion; Potency, µM (series often up to 46.1 µM), inactives show top-dose growth rescue (activation), usual class: activators; 320,000 compounds, 0.23% hits; S. cerevisiae fusion-defective mutant growth rescue, CellTiterGlo 48 h;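 also: potency is read from the fitted curve at half-maximal effect; % of control where 0% means no effect; nearly all actives have a fitted effect of over 45% in size; temperature-sensitive fusion mutants such as fzo1-1 at 37 °C on non-fermentable ethanol glycerol medium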
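Luminescent cell viability in 1536-well qHTS format served as the measure of rescued growth in ts fusion-mutant S. cerevisiae cultured on non-fermentable YPEG for 48 hours at 37C.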
* = called active by the depositor; ? = inconclusive; . = no result given; [ ] = another dose, or the depositor's remark. Unless noted, calls follow the shape of the dose curve; as a rule, active = well fitted curve in the direction sought with a large enough effect; inconclusive = small, poorly fitted or top-dose-only effect, or another doubt; inactive = no such curve, though single readings can be large; an effect the other way counts as inactive or inconclusive.

1: COC(=O)c1ccc(CSc2nc3c(cnn3-c3ccccc3)c(=O)[nH]2)o1
2: COc1ccc(C(C(=O)NC2CCCCC2)N(C(=O)CCl)c2ccc(Cl)cc2)cc1 (configuration not stated)
3: Cc1ccc(SCC(=O)N2CCCC2)cc1
4: COc1ccc(NC(=O)C2CCCN2C(=O)NCc2ccccc2)cc1 (configuration not stated)
5: CC(C)Oc1ccccc1-c1cc(C(=O)N/N=C/c2cccnc2)c2ccccc2n1
6: Cc1ccc(N(NC(=O)C(C)(C)O)C(=O)c2ccccc2)cc1C
7: OC(CN1CCCCC1)CN(c1ccccc1)c1ccccc1 (configuration not stated)
8: COc1ccc(NC(=O)c2ccc(C(=O)c3cc(OC)ccc3OC)cc2)cc1
9: O=C(NCCN1C(=O)S/C(=C\c2ccc(OC(F)F)cc2)C1=O)[C@@H]1CCCN1C(=O)c1cccs1
10: O=C(CN1CCN(Cc2ccccc2)CC1)N/N=C/c1cccnc1

Assay by compound	1	2	3	4	5	6	7	8	9	10
TSHR antagonist	-15	-8	-4	0	-5	12	14	-4	13	-11
TCR act	-6%[46.1 µM]	6%	-2%	-8%	2%	-5%	-4%	9%	10%[46.1 µM]	-3%
Integrin act MD	2%	-61%[inhibitor]	13%	5%	4%	-16%	-5%	1%	-20%	17%
BCR signal inh	?	-7%	?	-1%	4%	2%	-1%	-4%	-23%	-12%
Tb PFK inh	-6%	0%	3%	0%	2%	1%	2%	2%[0.46 µM]	-1%	5%
AT treatment	6%	4%	3%	0%	0%	0%	-14%	0%	-1%	2%
ASM inhibitor	-1%	5%	-1%	5%	0%	4%	0%	3%	-7%	5%
Eya2 inh	-9%	-4%	5%	-4%	-4%	-5%	-1%[15.4 µM]	8%	-8%	16%
ELG1 repair inh	12%	?	?	1%	14%	0%	-13%	8%	?	-1%
PTAP TSG101 blk	-3%	-1%	-4%	-3%	-3%	-3%	-4%	-1%	-2%	-3%
Mito fusion yeast	-1%	9%	4%	0%	-7%	0%	-2%	1%	1%	-1%

11: Fc1ccccc1NC(=S)Nc1cccnc1
12: Cc1ccc(-c2ccc(CCC(=O)O)n2-c2cccc(O)c2)cc1
13: S=C1NC(C23CC4CC(CC(C4)C2)C3)=CC(c2ccc3c(c2)OCO3)N1 (configuration not stated)
14: COc1cccc(NC(=O)Cc2cn(C)c3ccccc23)c1
15: C=CCOc1cccc(C2c3c(oc4ccc(F)cc4c3=O)C(=O)N2CCCN2CCOCC2)c1 (configuration not stated)
16: CCOC(=O)C1(CC2CC2)CCN(Cc2cc(Cl)c(O)c(OC)c2)CC1
17: O=C(O)C1Cc2ccccc2CN1C(=O)COc1ccc(Br)cc1 (configuration not stated)
18: COc1cc(OC)cc(C(=O)OCC(=O)NCc2ccc3c(c2)OCO3)c1
19: CC1CCN(CCCN2C(=O)C3C(C(=O)Nc4ccc(Cl)cc4)C4C=CC3(O4)C2C(=O)NC2CCCCC2)CC1 (configuration not stated)
20: C[C@H](CO)N1C[C@H](C)[C@@H](CN(C)S(=O)(=O)c2cccs2)Oc2ccc(NC(=O)NC3CCCCC3)cc2C1=O

Assay by compound	11	12	13	14	15	16	17	18	19	20
TSHR antagonist	0	-16	4	.	-12	-9	-6	8	-10	-5
TCR act	3%	4%	6%	15%	-4%	11%	3%	-8%	-5%	14%
Integrin act MD	36%	-16%	7%	-4%	25%	-10%	-16%	11%	-13%	0%
BCR signal inh	3%	?	5%	.	?	6%	1%	2%	0%	-1%
Tb PFK inh	3%	1%	-8%	.	-2%	4%	0%	-2%	0%	-7%
AT treatment	-2%	2%	5%	.	-5%	3%	-1%	-10%	2%	-2%
ASM inhibitor	1%	16%	4%	-3%	4%	2%	-2%	-1%	6%	2%
Eya2 inh	-4%	4%	13%	.	-5%	1%	-22%	-19%	5%	2%
ELG1 repair inh	8%	0%	-21%	.	-4%	-6%	-8%	1%	1%	-27%
PTAP TSG101 blk	0%	0%	4%	-1%	-6%	-1%	-6%	-10%	-4%	2%
Mito fusion yeast	-5%	2%	0%	3%	-4%	-2%	-1%	-4%	-2%	.

An excerpt from above, reduced to BCR signal inh and Eya2 inh:
cpd	compound	BCR signal inh	Eya2 inh
17	O=C(O)C1Cc2ccccc2CN1C(=O)COc1ccc(Br)cc1 (configuration not stated)	1%	-22%
12	Cc1ccc(-c2ccc(CCC(=O)O)n2-c2cccc(O)c2)cc1	?	4%

Later entries.
21: Cc1ccc(C(C)C)c(OCC(=O)NNC(=O)CC2OC(=O)c3ccccc32)c1 (configuration not stated)
22: COc1cccc(OC)c1OCCN1CCCC1
23: COc1cc(CNCCO)cc(Br)c1OCc1ccccc1
24: O=C(CSCc1cnn(-c2ccccc2)c1-n1cccc1)NCC1CCCO1 (configuration not stated)
25: COc1ccccc1N1CCN(C2CCN(C(=O)c3cc(OC)c(OC)c(OC)c3)CC2)CC1
26: COc1ccc(C(=O)/C=C/c2cn(CC(O)CN3CCN(C)CC3)c3ccccc23)cc1OC (configuration not stated)
27: O=C(O)COc1ccccc1/C=N/NC(=O)CSc1nnc(-c2ccc(Cl)cc2)n1C1CCCCC1
28: Cc1ccc(C(=O)Nc2ccc3nccnc3c2)cc1
29: O=C(CSc1nc(-c2ccccc2)cs1)N1CCN(C(=O)c2ccco2)CC1
30: CCCCC(=O)Nc1ccc(N2CCN(S(C)(=O)=O)CC2)cc1
31: CCOC(=O)CC[C@H](NC(=O)Cn1cnc(C(=O)Nc2ccc(C)c(C)c2)n1)C(=O)OCC

Assay by compound	21	22	23	24	25	26	27	28	29	30	31
TSHR antagonist	10	4	-4	-3	-5	2	-5	-2	-13	7	10
TCR act	-1%	1%	-1%	2%	-3%	2%	-15%	-19%	2%	-8%	0%[46.1 µM]
Integrin act MD	25%	22%	-13%	-12%	-9%	-54%[inhibitor]	8%	4%	13%	-17%	12%
BCR signal inh	5%	-1%	?	5%	12%	?	?	?	?	-1%	-3%
Tb PFK inh	0%	2%	4%	1%	0%	1%	1%	-2%	-2%	3%	-3%
AT treatment	3%	10%	-1%	2%	-2%	6%	0%	-5%	6%	-1%	1%
ASM inhibitor	-1%	-2%	0%	-1%	-2%	.	2%	39%[activator]	-7%	3%	-1%
Eya2 inh	-16%	3%	12%	-4%	-15%	7%	-2%	-1%	4%	10%	1%
ELG1 repair inh	?	-16%	-42%	-9%	13%	?	2%	?	?	?	?
PTAP TSG101 blk	0%	0%	1%	-2%	-6%	?	-1%	0%	-2%	-1%	-3%
Mito fusion yeast	-6%	0%	-17%	-1%	-6%	0%	1%	-3%	8%	-7%	.

Screening data: PubChem, National Center for Advancing Translational Sciences (NCATS)
